Bioassay records deposited in PubChem by several laboratories.
MEKK2mut PB1 HTS = signal of MEK5 binding to mutant human MEKK2 PB1 domain | bead flow cytometry, Alexa488-MEK5 binding to MEKK2 mutant | percent response, % at 10 µM | actives 0.35% (n = 290,000); in the data active = percent response above about 24%, passing the limit was not always enough; note: inactives centre near 1; some results filed as inactive read as strong as hits; reference of the scale not given here
PHOSPHO1 inh = PHOSPHO1 (human) inhibition; Q8TCT1; recombinant PHOSPHO1, absorbance phosphatase assay; inhibition, % at 13.3 µM; actives 1.1% (n = 290,000); AID 1565; in the data active = inhibition above about 60%
Target sequence (Q8TCT1 whole entry, looked up): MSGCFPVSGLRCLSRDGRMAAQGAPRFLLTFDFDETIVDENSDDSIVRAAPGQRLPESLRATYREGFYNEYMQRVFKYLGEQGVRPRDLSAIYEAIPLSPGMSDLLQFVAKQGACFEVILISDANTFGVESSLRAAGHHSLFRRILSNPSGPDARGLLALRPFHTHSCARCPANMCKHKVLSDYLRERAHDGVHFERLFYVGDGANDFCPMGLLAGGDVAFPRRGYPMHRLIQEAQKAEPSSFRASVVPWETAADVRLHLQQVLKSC
MEKK2wt PB1 HTS = raises or lowers MEK5 binding to wildtype human MEKK2 PB1 domain | AID 1531 | binding response (% of control), % at 10 µM | bead flow cytometry, Alexa488-MEK5 binding to MEKK2 WT; actives lie on both sides | actives 1.1% (n = 290,000); in the data active = binding response below about 67% or above about 130%
PfM18AAP inh = blocks P. falciparum M18 aspartyl aminopeptidase; recombinant PfM18AAP, H-Glu-NHMec fluorogenic cleavage; inhibition, % at 7.35 µM; actives 1.2% (n = 290,000); AID 1822;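 active = inhibition above the campaign mean inhibition over all tested compounds plus 3 SD, cut at about 28% in these data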;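 note: 0% = plate median of test compound wells and 100% = 2 mM ZnCl2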
GPR7 antag = blocks human GPR7 receptor signaling | P48145 | GPR7-expressing cells, fluorescence antagonist assay | inhibition, % at 4.4 µM | actives 1.1% (n = 290,000); in the data active = inhibition above about 16%, passing the limit was not always enough;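 note: cells stimulated with the agonist NPW; 0% = agonist with vehicle and 100% = vehicle without agonist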
Target sequence (P48145 whole entry, looked up): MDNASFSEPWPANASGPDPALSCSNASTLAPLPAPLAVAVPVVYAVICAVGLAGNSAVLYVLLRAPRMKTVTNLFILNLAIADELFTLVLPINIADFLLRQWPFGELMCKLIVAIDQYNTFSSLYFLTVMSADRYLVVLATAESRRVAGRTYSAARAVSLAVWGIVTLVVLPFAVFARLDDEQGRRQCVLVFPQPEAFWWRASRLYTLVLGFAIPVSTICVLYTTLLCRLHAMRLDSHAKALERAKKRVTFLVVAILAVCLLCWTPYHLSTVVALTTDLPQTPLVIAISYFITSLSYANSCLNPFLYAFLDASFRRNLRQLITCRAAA
DNA FID counter = fluorescent intercalator displacement, NS3 helicase counter-screen; DNA fluorescent intercalator displacement, fluorescence; inhibition, % at 7.9 µM; actives 0.17% (n = 290,000); in the data active = inhibition above about 37%;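 note: 0% = vehicle and 100% = reference compound; higher means more ethidium bromide displaced from hairpin DNA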
OXTR agonist = human OXTR agonism; P30559; AID 2435; actives 0.32% (n = 320,000); activation, % at 3 µM; CHO-OTR cells, Fluo-8 calcium fluorescence; normalized: DMSO 0%, oxytocin 100%;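 active = activation above the mean of all tested compounds plus 3 SD, cutoff set per screening run, cut at about 20% in these data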;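 note: peak over basal fluorescence ratio from a 100 s FLIPR kinetic read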
Target sequence (P30559 whole entry, looked up): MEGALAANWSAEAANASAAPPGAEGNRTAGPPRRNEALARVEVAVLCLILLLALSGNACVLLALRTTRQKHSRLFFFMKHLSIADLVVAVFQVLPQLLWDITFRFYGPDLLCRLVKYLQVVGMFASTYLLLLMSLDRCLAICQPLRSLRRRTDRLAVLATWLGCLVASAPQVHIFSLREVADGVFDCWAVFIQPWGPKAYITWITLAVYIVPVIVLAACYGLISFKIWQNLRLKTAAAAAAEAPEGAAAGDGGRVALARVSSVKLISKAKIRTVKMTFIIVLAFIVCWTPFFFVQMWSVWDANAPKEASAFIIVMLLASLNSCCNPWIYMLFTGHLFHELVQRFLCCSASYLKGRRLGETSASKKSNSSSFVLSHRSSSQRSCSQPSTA
NALP1 inh = inhibitors of NALP1 inflammasome in yeast | S. cerevisiae NALP1/ASC/caspase-1 growth, X-gal OD620, 72 h | inhibition, % at 10 µM | actives 0.61% (n = 280,000) | AID 2071; in the data active = inhibition mostly above about 24%, no sharp cut-off; inactive = mostly below about 32%; note: some compounds called inactive have numbers as strong as hits
MEKK3 PB1 HTS = raises or lowers MEK5 binding to the human MEKK3 PB1 domain; bead-based flow cytometry, Alexa488-MEK5 binding to MEKK3; actives lie on both sides; 0 = blocked by unlabeled MEK5, 100 = vehicle; binding response (% of control), % at 10 µM; actives 1.4% (n = 290,000);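 active = binding response more than 3 SD above or below the average of its plate-row segment, actives on both sides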;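 note: Alexa488 bead fluorescence after subtracting the streptavidin-only scavenger bead signal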
Starred values were filed as active, the others as inactive; / = no result given.

SMILES	MEKK2mut PB1 HTS	PHOSPHO1 inh	MEKK2wt PB1 HTS	PfM18AAP inh	GPR7 antag	DNA FID counter	OXTR agonist	NALP1 inh	MEKK3 PB1 HTS
COc1ccc(OC)c(C2C(C(=O)N(C)C)=C(C)Nc3nc4ccccc4n32)c1 (stereo unspecified)	5.0	5.0	99.0	-8.0	-7.6	-7.0	-0.8	18.5	99.0
CCC(=O)N/N=C(\C)CC(=O)Nc1ccc2ccccc2c1	-1.0	15.4	98.0	-6.1	4.1	-2.1	0.0	2.6	100.0
COc1ccc(C(=O)/C=C/Nc2ccc(S(=O)(=O)Nc3nc(C)cc(C)n3)cc2)c(OC)c1	-3.0	31.8	93.0	-3.0	1.9	-14.0	0.2	-0.3	92.0
Cc1cccc(NC(=O)Nc2cccc3ccccc23)c1	10.0	9.0	108.0	-3.4	4.8	-1.3	0.3	5.3	108.0
CN(C)CCNC(=O)CNC(=S)N(Cc1ccccc1)Cc1cccnc1	-1.0	-7.9	102.0	3.5	-11.2	9.8	-0.7	29.9	98.0
Cc1ccc2[nH]c3c(=O)n(CCN4CCOCC4)cnc3c2c1	1.0	7.2	100.0	-6.9	2.8	-2.1	0.3	8.9	100.0
CCN(c1ccccc1)c1nc(=O)c2cccnc2s1	-9.0	51.8	83.0	9.1	-7.5	-9.1	-0.6	6.3	98.0
COC(=O)CCCCCCCCC(=O)Nc1nc2ccccc2s1	2.0	-18.6	101.0	0.1	4.4	-3.1	-0.8	-23.3	115.0
CC(=O)c1cc2c(cc1NC(=O)CN1CCC(Cc3ccccc3)CC1)OCO2	2.0	-38.4	99.0	0.1	-16.0	-4.5	-1.1	8.3	103.0
CN(C)c1ccc(C(=S)N2CCN(C(=S)Nc3ccc(Cl)cc3)CC2)cc1	2.0	28.2	104.0	2.2	-3.3	-0.5	-1.0	6.8	102.0
N#Cc1ccc(-c2ccccc2)nc1Sc1ccc(F)cc1	-2.0	7.8	100.0	-6.5	1.1	1.2	-0.3	-2.5	98.0
CCN(CC)C(=O)CSc1nc(C)cc(C)n1	-13.0	26.2	93.0	2.2	3.7	5.6	0.6	10.1	100.0
NC(=O)CSCc1ccc(Br)cc1	-12.0	2.8	87.0	0.0	5.4	-0.4	-0.2	-6.7	89.0
CC(=O)c1c(C)nc2ccc([N+](=O)[O-])cc2c1-c1ccccc1	-2.0	-23.9	99.0	-2.0	-12.1	-10.7	-2.8	-3.1	101.0
C/C(CCc1ccc2c(c1)OCO2)=N\NC(=O)c1ccc(C)cc1C	-9.0	-2.8	94.0	-3.8	-14.8	-5.0	-2.0	13.4	101.0
COc1ccccc1NC(=O)C[n+]1ccccc1	-9.0	1.2	98.0	-3.6	-9.8	0.0	0.1	-10.1	104.0
Cc1ccc(C(=O)NN2C(=O)C3C4C=CC(C5CC45)C3C2=O)cc1 (stereo unspecified)	-1.0	1.8	105.0	0.7	-11.5	3.1	-1.4	14.9	96.0
CC(=O)C1=C(O)C(=O)N(c2ccc(S(N)(=O)=O)cc2)C1c1cccc([N+](=O)[O-])c1 (stereo unspecified)	4.0	45.0	107.0	4.0	-11.3	2.3	-0.5	11.1	105.0
COc1ccccc1CC(=O)NCc1csc(-c2cccs2)n1	9.0	-10.4	99.0	4.5	1.8	-14.0	-2.0	9.1	101.0
O=C(Nc1c2c(nn1-c1cccc(Cl)c1)CS(=O)(=O)C2)C1CC1	-2.0	41.4	99.0	1.4	-6.8	-3.5	-0.4	12.3	99.0

Random excerpt: 2 entries already listed, in no set order.
SMILES	MEKK2mut PB1 HTS	PHOSPHO1 inh	MEKK2wt PB1 HTS	PfM18AAP inh	GPR7 antag	DNA FID counter	OXTR agonist	NALP1 inh	MEKK3 PB1 HTS
Cc1cccc(NC(=O)Nc2cccc3ccccc23)c1	10.0	9.0	108.0	-3.4	4.8	-1.3	0.3	5.3	108.0
O=C(Nc1c2c(nn1-c1cccc(Cl)c1)CS(=O)(=O)C2)C1CC1	-2.0	41.4	99.0	1.4	-6.8	-3.5	-0.4	12.3	99.0

Of the compounds above, two have two or more sulfur atoms:
SMILES	MEKK2mut PB1 HTS	PHOSPHO1 inh	MEKK2wt PB1 HTS	PfM18AAP inh	GPR7 antag	DNA FID counter	OXTR agonist	NALP1 inh	MEKK3 PB1 HTS
CN(C)c1ccc(C(=S)N2CCN(C(=S)Nc3ccc(Cl)cc3)CC2)cc1	2.0	28.2	104.0	2.2	-3.3	-0.5	-1.0	6.8	102.0
COc1ccccc1CC(=O)NCc1csc(-c2cccs2)n1	9.0	-10.4	99.0	4.5	1.8	-14.0	-2.0	9.1	101.0

Continuation:
SMILES	MEKK2mut PB1 HTS	PHOSPHO1 inh	MEKK2wt PB1 HTS	PfM18AAP inh	GPR7 antag	DNA FID counter	OXTR agonist	NALP1 inh	MEKK3 PB1 HTS
Cc1cc(Cl)ccc1OCC(=O)NC(=S)Nc1ccc(Cl)cn1	3.0	17.0	104.0	-7.6	-15.3	-5.2	/	6.0	101.0
CC(=O)Nc1ccc(/C=N/NC(=O)c2cc3ccccc3nc2C)cc1	-2.0	10.3	96.0	-1.1	-6.3	-7.4	1.3	-1.2	95.0
O=c1c(C(c2ccc(Cl)cc2)c2c(O)nc3n(c2=O)CCS3)c(O)nc2n1CCS2	-3.0	1.8	93.0	-7.4	6.6	-4.6	-0.7	26.2	90.0
O=C(NNC(=O)c1ccccc1Cl)c1cc2cc(OC(F)(F)F)ccc2[nH]1	1.0	18.9	99.0	-5.1	-5.1	-1.9	2.9	2.2	105.0
O=S(=O)(c1cccs1)N1CN(C2CCCCC2)c2nc3ccccc3nc21	4.0	-5.3	104.0	-4.9	-7.7	-0.8	-1.3	-4.0	110.0
Cc1ccc(S(=O)(=O)/N=C(/Nc2c(C)n(C)n(-c3ccccc3)c2=O)c2ccc(Cl)cc2)cc1	-6.0	33.0	84.0	2.8	-11.5	-28.6	-0.1	5.0	86.0
Cc1ccc(C)c(S(=O)(=O)N2CCN(C(C(=O)Nc3ccc(F)cc3)c3ccccc3)CC2)c1 (stereo unspecified)	-2.0	-3.3	102.0	-5.3	-8.6	2.6	-0.5	40.6	92.0
CC(=O)Nc1ccc(OCC[n+]2cccc(C(N)=O)c2)cc1	7.0	36.5	103.0	3.2	-15.0	2.2	-0.3	2.5	103.0
OC[C@@H]1CCCN1Cc1nc(-c2cccs2)no1	-3.0	22.6	99.0	-0.1	-14.4	-2.8	0.0	16.2	100.0
O=C(Nc1cccc2ccccc12)NC1CCCCC1	7.0	44.0	105.0	3.1	-6.6	-11.6	/	16.6	105.0
COc1ccc(C)cc1Nc1nc(C)nc2c1oc1ccccc12	4.0	/	104.0	2.6	-14.9	-22.9	-1.3	4.6	103.0
CN(C)c1nc2ncn(Cc3ccccc3)c2c(=O)[nH]1	-11.0	35.8	75.0	-1.4	-5.6	-0.4	-0.3	-3.0	77.0
CCOC(=O)c1c(N)sc2c1C1CCN2CC1	2.0	31.2	102.0	50.3*	-10.9	5.9	0.7	21.3	101.0
O=C(c1ccc(N2CCCS2(=O)=O)cc1)N1CCN(c2ccc(F)cc2)CC1	-1.0	30.4	101.0	2.2	0.4	-28.1	0.5	3.5	104.0
C=CCOc1c(Br)cc(/C=C2/C(=O)ON=C2C)cc1OC	1.0	38.1	102.0	21.5	6.0	-4.8	-0.4	5.9	104.0
CCCCCc1nnc(NC(=O)Cn2cnc3ccccc3c2=O)s1	1.0	-18.4	99.0	3.5	-12.4	-0.4	0.9	27.0	97.0
O=C(c1cccc(OC2CCN(Cc3ccc(F)cc3Cl)CC2)c1)N1CCCC1	2.0	22.2	107.0	-10.1	-16.0	-7.0	-0.3	12.5	106.0
CC(C)OC(=O)CSc1nnc(CNc2ccc(Cl)cc2)n1C	-1.0	28.7	96.0	-15.3	-4.9	-10.4	1.6	6.0	94.0
Cc1ccc(CNC(=O)c2coc(=O)c3ccccc23)o1	-5.0	13.1	91.0	-5.6	-10.5	-1.4	-0.3	/	87.0
Cc1ccc(NC(=O)Nc2cccc(C)n2)c(C)c1	1.0	12.3	103.0	-7.5	-0.1	-3.1	-0.5	/	101.0
O=C(COc1ccc(S(=O)(=O)N2CCCC2)cc1Cl)NC1CC1	12.0	-10.7	119.0	-3.5	-6.3	-7.6	0.6	/	114.0
CCOC(=O)c1c(C)c(C(=O)NCc2ccccc2OC)c(C)n1C	-5.0	13.6	95.0	-0.8	-8.6	-21.7	-0.4	7.6	91.0
COc1cc(/C=C/c2cc(C(=O)O)c3ccccc3n2)ccc1OC(F)F	1.0	-12.2	106.0	-0.3	-6.9	-23.6	-0.2	0.7	105.0
CCO[C@H]1OC(C(=O)NCc2ccccc2)=C[C@@H](c2coc3ccccc3c2=O)[C@@H]1CCCO	1.0	3.8	98.0	-1.9	8.0	-36.1	-1.0	-21.4	101.0
Nc1nnc(-c2cn(-c3ccccc3)nc2-c2ccc(Cl)cc2)o1	8.0	34.2	105.0	-6.7	-22.0	-7.6	-0.3	7.3	108.0
CCOc1ccc(CCNC(=O)c2ccc(CS(=O)Cc3ccccc3Cl)o2)cc1 (stereo unspecified)	-3.0	30.7	96.0	-6.6	1.6	-60.4	4.4	24.4	97.0
CC(Nc1ccnc2cc(Cl)ccc12)c1ccc(S(N)(=O)=O)cc1 (stereo unspecified)	11.0	4.0	105.0	-3.7	13.9	1.2	0.3	2.5	100.0
CCn1c(N2CCN(C(=O)/C=C/c3ccccc3)CC2)nc2ccccc21	1.0	41.1	98.0	5.7	-2.2	-30.9	-0.1	-6.2	98.0
COc1cccc(C(=O)Nc2nnc(-c3ccc(Cl)cc3)o2)c1	5.0	22.1	107.0	/	/	/	-0.7	5.0	100.0
Cc1cccc(NC(=O)Cc2ccc(-c3ccccc3)cc2)n1	8.0	33.5	112.0	-3.6	-11.1	-24.7	-0.8	12.6	105.0
O=C(O)C[C@H]1c2cc(F)ccc2S(=O)(=O)N1C1CCCCC1	3.0	/	104.0	/	/	/	0.0	/	105.0
COc1ccc(CN(CC(=O)NCc2ccccc2)C(=O)c2csnn2)cc1	-4.0	5.3	93.0	-5.6	-7.6	-5.2	0.3	-4.2	96.0
CCOc1cc(/C=N/Nc2cc(C)nc3ccc(C)cc23)ccc1O	-1.0	-40.5	101.0	9.2	-22.0	-19.2	-1.4	-3.6	101.0
CCOC(=O)C1CCCN(c2c(C(=O)c3ccccc3)cnc3ccc(OC)cc23)C1 (stereo unspecified)	-4.0	28.5	99.0	-11.9	-14.7	-12.1	-1.9	7.5	87.0
CC(=O)c1cccc(NC(=O)N2CCN(S(C)(=O)=O)CC2)c1	9.0	10.5	106.0	-5.0	-6.2	-1.6	0.8	12.2	102.0
O=[N+]([O-])c1c(Nc2ccccc2O)ccc2nonc12	2.0	-0.6	105.0	5.2	-18.5	2.9	0.5	1.8	103.0
CCCN(CCC)CCCNC(=O)CCNS(=O)(=O)c1ccc(Br)cc1	0.0	11.9	101.0	-2.6	-17.8	9.8	-0.1	24.4	102.0
CCc1ccc(C(=O)N2CCCN(C)CC2)s1	1.0	/	101.0	-3.5	-10.7	2.9	1.6	-9.3	96.0
CCN(Cc1ccncc1)Cc1c(O)ccc2cc(Br)ccc12	0.0	-5.9	101.0	-3.1	-10.6	0.8	/	0.1	98.0
O=C(Cc1ccc(Cl)c(Cl)c1)N/N=C/c1cccnc1	-5.0	26.3	98.0	1.4	-8.2	-22.0	1.6	19.9	104.0
CCOC(=O)/C=c1\s/c(=C\c2ccc(C(F)(F)F)cc2)c(=O)n1CC(=O)NCc1ccco1	14.0	17.4	92.0	-3.5	2.9	-9.4	-0.4	12.4	101.0
NC(=O)C1CCN(C(=O)CSc2nc3ccccc3o2)CC1	/	17.6	/	-8.1	0.0	1.9	/	27.0	/
CCOC(=O)c1ccc(-n2ncc(C(=O)OCC)c2N)cc1	-4.0	21.5	94.0	3.9	-10.8	-17.0	-0.1	17.9	89.0
COc1ccc(C(=O)N2CCC(C(=O)Nc3ccc(C)cc3)CC2)cc1	-2.0	-5.1	99.0	3.0	-15.2	-32.5	-1.7	3.1	98.0
COc1cc(OC)c(NC(C)C(=O)NCc2ccccc2)cc1Cl (stereo unspecified)	-9.0	1.7	98.0	-2.0	-11.3	-1.3	-0.7	-8.8	98.0
